Assay outcomes: PubChem, IUPUI and University of Michigan
ST2 IL33 inh: inhibitors of human ST2 (IL1RL1) binding to IL-33, primary screen, biochemical, AlphaLISA | Interleukin-1 receptor-like 1 (Homo sapiens), Q01638 | AlphaLISA ST2-Fc/biotin-IL-33 interaction, 1 h | inhibition, % for hits at 17 µM | hit rate 2.3% among 78,000 | AID 1259354, 2018; in the data active = inhibition above about 30%; inconclusive = mostly about 10% to 28%
Target sequence (Q01638 whole entry, looked up): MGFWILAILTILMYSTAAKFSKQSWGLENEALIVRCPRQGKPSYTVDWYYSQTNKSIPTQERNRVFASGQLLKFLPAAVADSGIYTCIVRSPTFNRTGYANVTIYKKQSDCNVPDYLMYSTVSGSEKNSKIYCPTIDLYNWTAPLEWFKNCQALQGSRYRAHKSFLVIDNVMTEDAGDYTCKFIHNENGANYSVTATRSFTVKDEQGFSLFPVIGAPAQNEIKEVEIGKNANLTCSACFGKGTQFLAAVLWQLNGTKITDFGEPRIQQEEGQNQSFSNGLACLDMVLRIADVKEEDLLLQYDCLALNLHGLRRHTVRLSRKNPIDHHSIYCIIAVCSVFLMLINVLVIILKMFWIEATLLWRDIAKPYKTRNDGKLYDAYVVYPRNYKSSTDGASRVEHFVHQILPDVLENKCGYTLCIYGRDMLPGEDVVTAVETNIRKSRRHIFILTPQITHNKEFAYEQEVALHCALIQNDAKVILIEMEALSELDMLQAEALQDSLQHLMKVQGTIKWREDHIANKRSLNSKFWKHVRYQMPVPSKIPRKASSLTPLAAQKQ
Numbers without * were called inactive; i = inactive; ? = inconclusive. A portion of the library (hit frequency here may not be typical).

| Compound | ST2 IL33 inh |
| --- | --- |
| Cc1sc2nc(CCN)nc(N3C[C@@H]4C[C@H](C3)c3cccc(=O)n3C4)c2c1C | i |
| O=C(c1cc(CN2CCOCC2)on1)N1CCN2CCCC2C1 (stereo not drawn) | i |
| CSc1cccc(NC(=O)NC[C@H]2C[C@@H]3CCN2C[C@@H]3CN2CCC(Cc3ccccc3)CC2)c1 | ? |
| O=C(c1ccncc1)N1C[C@@H]2C[C@H](C1)c1ccc(-c3ccc(Cl)cc3)c(=O)n1C2 | i |
| CC(C)Nc1cc(N2CCN(C(C)C)CC2)ncn1 | i |
| CCOc1ccccc1CN1CCN(c2ccccc2OC)CC1 | ? |
| CCCCn1c(C)c(C(=O)OCC)c2cc(O)c3ccccc3c21 | ? |
| CC(C)CCNC(=O)CN1CCCN(Cc2ccccc2)S1(=O)=O | ? |
| CN(C)Cc1cn(C[C@H]2C[C@@H]3CCN2C[C@@H]3C(=O)N2CCCC2)nn1 | i |
| CN(C)Cc1cn(C[C@H]2C[C@@H]3CCN2C[C@@H]3C(=O)N(C)C)nn1 | i |
| CNc1ncc(C(=O)N2CCN3CCN(C)C(=O)C3C2)cn1 (stereo not drawn) | i |
| Oc1ccc2c3c1O[C@H]1[C@@H](O)CC[C@@]4(O)C(C2)N(CC2CCC2)CCC314 (stereo partly drawn) | ? |
| CCCS(=O)(=O)Nc1ccc(=O)n2c1[C@@H]1C[C@@H](CN(S(=O)(=O)c3ccc(OC)cc3)C1)C2 | ? |
| COc1cccc(/C=C/c2nc3ccccc3c(=O)n2-c2ccc(F)cc2)c1OC | ? |
| CCOc1ccccc1N1CCN(Cc2cccnc2)CC1 | i |
| COc1ccccc1CN1CCN(c2ccc(F)cc2)CC1 | ? |
| c1ccc(N2CCNCC2)c(-c2cc3ccccc3o2)c1 | i |
| CCC(=O)Nc1ccc(Cl)cc1C(=O)c1ccccc1 | i |
| COc1ccc(-c2cc([C@H]3CN4CC[C@H]3C[C@@H]4CNC(=O)NC(C)C)n(C)n2)cc1 | i |
| CN1C[C@@H](CS(=O)(=O)N(C)C)C[C@@H]2c3cccc4c3c(cn4C)C[C@H]21 | ? |
| CCC(C)NC(=O)CN1C(=O)C(C)N=C(c2ccccc2)c2ccccc21 (stereo not drawn) | i |
| O=S1(=O)N(Cc2cccc(F)c2)CCCN1Cc1cccc(F)c1 | i |
| C=C[C@H]1CN2CC[C@H]1C[C@@H]2CNCc1ccc(N(C)C)cc1 | i |
| COc1ccc(-n2c(/C=C/c3ccccc3)nc3ccccc3c2=O)cc1OC | i |
| CCCS(=O)(=O)NC[C@H]1C[C@@H]2CCN1C[C@@H]2c1cc(C(CC)CC)nc(-c2ccncc2)n1 | i |
| Cc1ccc(N2CCC3(CCCNC3)C2)nn1 (stereo not drawn) | i |
| COc1ccc(NC(=O)N2C[C@@H]3C[C@H](C2)c2c(NC(=O)CSC)ccc(=O)n2C3)cc1 | ? |
| Nc1cccc(-c2cn(C[C@H]3CC4CCN3C[C@@H]4C(=O)NCc3ccccc3)nn2)c1 (stereo partly drawn) | i |
| CN1CCN(Cc2cccc([N+](=O)[O-])c2)CC1 | i |
| CCCCCCC(C)(C)c1ccc([C@@H]2C[C@H](O)CC[C@H]2CCCO)c(O)c1 | i |
| O=C(O)C1Nc2c(F)cccc2C2C(Cl)C(Sc3ccccc3[N+](=O)[O-])CC12 (stereo not drawn) | 34.0%* |
| COc1ccc(-c2ccc(=O)n3c2[C@@H]2C[C@@H](CN(C(=O)NC4CCCCC4)C2)C3)cc1 | i |
| O=C(Nc1ccc2n(c1=O)C[C@H]1C[C@@H]2CN(C(=O)NC2CCCCC2)C1)c1ccco1 | i |
| CCNC(=O)NC[C@H]1C[C@@H]2CCN1C[C@@H]2c1cc(-c2ccc3ccccc3c2)nn1C | i |
| COc1ccc(CN2CCN(Cc3ccccc3)CC2)c(C)c1C | 34.0%* |
| CC1CCN(C[C@H]2CN3CC[C@H]2C[C@@H]3CNC(=S)NCc2ccco2)CC1 | i |
| CC(N)C(=O)c1ccco1 (stereo not drawn) | ? |
| COc1ccccc1[C@@H]1CN(C(=O)c2cnoc2C)[C@@H]2C3CCN(CC3)[C@@H]21 | i |
| Cc1ccc(C(=O)N2CCN(C)C3(CCN(C)CC3)C2)c(=O)[nH]1 | i |
| O=c1c2ccccc2nc(Cc2ccccc2)n1-c1cccc([N+](=O)[O-])c1 | ? |
| COC[C@H]1CCCN1C[C@H]1CN2CC[C@H]1C[C@@H]2CNC(=S)NCc1ccco1 | i |
| CCC(CC)c1cc([C@H]2CN3CC[C@H]2C[C@@H]3CNC(=O)c2ccco2)nc(-c2ccncc2)n1 | i |
| COc1ccccc1-c1cc([C@H]2CN3CC[C@H]2C[C@@H]3COC(=O)NC2CCCCC2)nc(C)n1 | i |
| COc1ccc(CN2CCN(C)CC2)c(OC)c1C | i |
| Cc1nc(C(F)(F)F)nc(N2CCOC3(CNCCOC3)C2)c1C (stereo not drawn) | ? |

Filtered by structure, those above with an aryl thioether with sulfur outside any ring
| Compound | ST2 IL33 inh |
| --- | --- |
| CSc1cccc(NC(=O)NC[C@H]2C[C@@H]3CCN2C[C@@H]3CN2CCC(Cc3ccccc3)CC2)c1 | ? |
| O=C(O)C1Nc2c(F)cccc2C2C(Cl)C(Sc3ccccc3[N+](=O)[O-])CC12 (stereo not drawn) | 34.0%* |

Three of the compounds above, as labelled records:
> O=c1c2ccccc2nc(Cc2ccccc2)n1-c1cccc([N+](=O)[O-])c1
- ST2 IL33 inh = ?

> COC[C@H]1CCCN1C[C@H]1CN2CC[C@H]1C[C@@H]2CNC(=S)NCc1ccco1
- ST2 IL33 inh = i

> CCC(CC)c1cc([C@H]2CN3CC[C@H]2C[C@@H]3CNC(=O)c2ccco2)nc(-c2ccncc2)n1
- ST2 IL33 inh = i

(continued)
| Compound | ST2 IL33 inh |
| --- | --- |
| CN(C)c1ccc(CN2CCN(c3ccc(F)cc3)CC2)cc1 | 38.0%* |
| CCN1CCN(C(=O)Cc2cn(C)c3ccccc23)CC1 | i |
| NCCc1c[nH]c2ccc(C(N)=O)cc12 | i |
| CN(Cc1ccccc1)C[C@H]1CN2CC[C@H]1C[C@@H]2CNC(=S)Nc1ccccc1 | i |
| CCCCc1ncc(-c2nccn2C(C)c2ccc(C)nc2)[nH]1 (stereo not drawn) | ? |
| COc1ccc(S(=O)(=O)N2C[C@@H]3C[C@H](C2)c2ccc(NC(=O)CN(C)C)c(=O)n2C3)cc1 | i |
| Cc1nc(-c2cccs2)cc([C@H]2CN3CC[C@H]2C[C@@H]3CNC(=O)CCCC(=O)O)n1 | i |
| CC(C)NC(C)Cc1ccc(I)cc1 (stereo not drawn) | i |
| CCOC(=O)c1c(C)n(C2CCCCC2)c2ccc(O)cc12 | i |
| CN1CCC(N(C)Cc2cccnc2)CC1 | ? |
| CC[C@H]1CN2CC[C@H]1C[C@@H]2COC(=O)Nc1ccc(OC(F)(F)F)cc1 | i |
| CCCc1nc(C)cc(N2[C@H]3CCNC[C@@H]2CC3)n1 | i |
| COc1ccc2c(c1)c(C(=O)NCc1snnc1C(C)C)c(C)n2C | i |
| O=C(Nc1ccccc1)[C@H]1CN2CC[C@H]1C[C@@H]2Cn1cc(COc2ccccc2)nn1 | i |
| CCC(CC)c1cc([C@H]2CN3CC[C@H]2C[C@@H]3COC(=O)Nc2ccccc2)nc(-c2ccncc2)n1 | i |
| O=[N+]([O-])c1ccc(NCc2ccccc2)c2ncccc12 | 51.0%* |
| C[Se]C[C@H](N)C(=O)O | i |
| CCOc1ccc(CN2CCN(c3ccccc3OC)CC2)cc1 | i |
| CCCCCOc1ccc2c(c1)oc(=O)c1ccccc12 | i |
| O=C(c1ccncc1)N1C[C@@H]2C[C@H](C1)c1ccc(-c3ccc4ccccc4c3)c(=O)n1C2 | i |
| COc1ccc(NC(=O)NC[C@H]2C[C@@H]3CCN2C[C@@H]3c2cc(C3CCCCC3)nn2C)cc1 | i |
| CN1CCC(N2C[C@@H]3OCC(=O)N[C@@H]3C2)CC1 | ? |
| COc1ccc(CN2CCN(c3ccccc3C)CC2)cc1OC | i |
| N[C@@]1(C(=O)O)CC[C@@H](C(=O)O)C1 | i |
| CCN1C[C@]2(COC)CC[C@H](O)[C@@]34C5C[C@@H]6[C@@H](OC)C[C@@](OC(C)=O)(C5[C@@H]6OC(C)=O)[C@H]([C@H](OC)C23)[C@@H]14 (stereo partly drawn) | i |
| C=C[C@H]1CN2CC[C@H]1C[C@@H]2CNS(=O)(=O)c1ccccc1 | i |
| O=C(NCc1ccccc1)[C@H]1CN2CCC1C[C@@H]2Cn1cc(CCO)nn1 (stereo partly drawn) | i |
| C=C[C@H]1CN2CC[C@H]1C[C@@H]2CNS(=O)(=O)c1cccc(C#N)c1 | ? |
| COc1ccccc1N1CCN(C(=O)[C@H]2CN3CCC2C[C@@H]3Cn2cc(COc3ccccc3)nn2)CC1 (stereo partly drawn) | i |
| CC(C)(C)c1cc(C=C(C#N)C#N)cc(C(C)(C)C)c1O | ? |
| Cc1ccnc(CC(C)N(C)CC(C)(C)CN2CCOCC2)c1 (stereo not drawn) | i |
| O=C1C2CCCN2C(c2ccc(Cl)c(Cl)c2)N1c1ccccn1 (stereo not drawn) | ? |
| Cc1nc(-c2ccccc2)cc([C@H]2CN3CC[C@H]2C[C@@H]3CNC(=O)c2ccco2)n1 | ? |
| COCCNC(=O)[C@H]1CN2CCC1C[C@@H]2Cn1cc(CCO)nn1 (stereo partly drawn) | i |
| COc1ccc2c(c1O)-c1cccc3c1[C@@H](C2)N(C)CC3 | i |
| O=C(Nc1ccccc1)[C@H]1CN2CCC1C[C@@H]2Cn1cc(-c2ccccc2)nn1 (stereo partly drawn) | ? |
| COc1cc(C=C(C#N)C#N)cc(O)c1O | i |
| COCC(=O)NC[C@H]1C[C@@H]2CCN1C[C@@H]2CN(C)c1ccccc1 | i |
| C[N+](C)(C)CC(=O)O | i |
| CC(=O)N1CCC2(CC1)CC(=O)c1cc(OCC(=O)N3CCC4(CC3)OCCO4)ccc1O2 | i |
| S=C(NCc1ccco1)NC[C@H]1C[C@@H]2CCN1C[C@@H]2CN1CCN(c2ccccn2)CC1 | i |
| COc1cccc(CN2CCN(c3ccc(Cl)cc3)CC2)c1OC | ? |
| COc1cccc(CN(C)C(C)Cc2ccccn2)c1O (stereo not drawn) | i |
| Cc1cc(Cl)ccc1C(=O)C1CCCN(C2CSCCSC2)C1 (stereo not drawn) | i |
| CCCn1c(C(=O)c2ccc(OC)cc2)nc2ccccc21 | i |
| O=c1[nH]c2ccccc2n1CCCN1CCC(n2c(=O)[nH]c3cc(Cl)ccc32)CC1 | i |
| O=C(C1CCCCC1)N1C[C@@H]2C[C@H](C1)c1c(-c3cc4ccccc4s3)ccc(=O)n1C2 | i |
| Nc1cc2nc3ccccc3nc2cc1O | 56.0%* |
| O=[N+]([O-])c1cccc(CN2CCN(c3cccc(Cl)c3)CC2)c1 | ? |
| O=[N+]([O-])c1ccc2nc(N3CCNCC3)sc2c1 | ? |
| COc1ccc(OC)c(S(=O)(=O)NC[C@H]2C[C@@H]3CCN2C[C@@H]3c2cc(C3CCCCC3)nn2C)c1 | i |
| CCCCCCCCCCCCCC(=O)O[C@@H]1[C@@H](C)[C@@]2(O)[C@@H](C=C(CO)C[C@@]3(O)C(=O)C(C)=C[C@@H]23)C2C(C)(C)[C@@]21OC(C)=O (stereo partly drawn) | i |
| CN1C(=O)C2(CCN(CCS(=O)(=O)c3ccccc3)CC2)c2ccccc21 | i |
| COc1ccc(CN2CCN(c3ccccc3C)CC2)c(OC)c1 | ? |
| O=C(CN1CCCC1=O)NCCc1ccccc1 | ? |
| CN1C(=O)N(CC(=O)c2ccccc2)C(=O)C(C)(C2=CCCCC2)C1=O (stereo not drawn) | i |
| C#CCOc1ccccc1/C=C/[N+](=O)[O-] | ? |
| COc1ccc(S(=O)(=O)NC[C@H]2C[C@@H]3CCN2C[C@@H]3CN2CCN(c3ncccn3)CC2)cc1 | i |
| C#C[C@H]1CN2CC[C@H]1C[C@@H]2CNS(=O)(=O)c1cccs1 | ? |
| O=C(Cn1cnc([N+](=O)[O-])n1)Nc1ccc(Cl)cc1C(=O)c1ccccc1 | ? |

New compounds follow.
| Compound | ST2 IL33 inh |
| --- | --- |
| CCCCn1c(=O)c(C(=O)NCc2ccccn2)c(O)c2ccccc21 | i |
| COc1cccc(N2CCN(Cc3ccccc3F)CC2)c1 | ? |
| CN(C)CC1(O)C2CN3CCN(C2)CC1(C)C3 (stereo not drawn) | ? |
| COc1ccc2c(c1)O/C(=C\c1ccccc1)C2=O | i |
| CC(C)c1ccc(CN2CCN(c3ccccc3F)CC2)cc1 | i |
| Cc1cccc(CN2CCN(CCO)CC2)c1 | ? |
| CCN(C(=O)CN1C(=O)C(C)N=C(c2ccccc2)c2ccccc21)c1cccc(C)c1 (stereo not drawn) | i |
| C[C@H]1OC[C@@H](C[N+](C)(C)C)O1 | ? |
| CCSc1nccc(OC(NC(=O)c2ccccc2)C(Cl)(Cl)Cl)n1 (stereo not drawn) | i |
| Cc1ncc2c(c1CNC(=O)c1cn[nH]n1)CCNC2 | i |
| Cc1[nH]cnc1CN1CCN(C)CC1 | i |
| CN1CCC2(CC1)CN(C(=O)c1cc(=O)[nH]c(=O)[nH]1)CCCN2C | i |
| O=[N+]([O-])c1ccc(N2CCN(Cc3ccc(Cl)cc3Cl)CC2)cc1 | ? |
| COc1ccc(S(=O)(=O)N2C[C@@H]3C[C@H](C2)c2c(-c4cccs4)ccc(=O)n2C3)cc1 | ? |
| O[C@@H]1C[C@H]2CN(Cc3cccc(-c4ccccn4)c3)C[C@H]2C[C@@H]1O | i |
| CCC(C)NC(=O)CN1CCCN(Cc2ccc(C)cc2)S1(=O)=O (stereo not drawn) | i |
| Cn1nc(-c2ccc(F)cc2)cc1[C@H]1CN2CC[C@H]1C[C@@H]2CNC(=O)CC(C)(C)CC(=O)O | i |
| O=[N+]([O-])c1ccc(N2CCN(Cc3cccc(F)c3)CC2)cc1 | ? |
| N#C/C(=C/c1ccc(O)c(O)c1)C(N)=S | ? |
| COc1ccc(N2CCN(Cc3ccc([N+](=O)[O-])cc3)CC2)cc1 | ? |

A draw from above in order of number of heavy atoms, smallest number first:
| Compound | ST2 IL33 inh |
| --- | --- |
| COc1ccc(CN2CCN(C)CC2)c(OC)c1C | i |
| CCOc1ccccc1N1CCN(Cc2cccnc2)CC1 | i |
| CCCCn1c(=O)c(C(=O)NCc2ccccn2)c(O)c2ccccc21 | i |
